Screens (PubChem BioAssay)
MEX-5 binding = MEX-5 zinc finger RNA-binding disruptors – biochemical, C. elegans, fluorescence polarization, MLPCN library, primary screen | MEX-5/FITC-TCR2 RNA binding; stronger effect = lower value | activity score (negative = inhibition of binding), % at 10 µM | actives 0.38% (n = 300,000);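 active = inhibition past about -25% in most replicates, and total fluorescence under double the plate's negative control median, limit read from the data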;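 note: 0% = DMSO and -100% = 5 µM competing unlabeled TCR2 RNA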
Target sequence (Q9XUB2 whole entry, looked up): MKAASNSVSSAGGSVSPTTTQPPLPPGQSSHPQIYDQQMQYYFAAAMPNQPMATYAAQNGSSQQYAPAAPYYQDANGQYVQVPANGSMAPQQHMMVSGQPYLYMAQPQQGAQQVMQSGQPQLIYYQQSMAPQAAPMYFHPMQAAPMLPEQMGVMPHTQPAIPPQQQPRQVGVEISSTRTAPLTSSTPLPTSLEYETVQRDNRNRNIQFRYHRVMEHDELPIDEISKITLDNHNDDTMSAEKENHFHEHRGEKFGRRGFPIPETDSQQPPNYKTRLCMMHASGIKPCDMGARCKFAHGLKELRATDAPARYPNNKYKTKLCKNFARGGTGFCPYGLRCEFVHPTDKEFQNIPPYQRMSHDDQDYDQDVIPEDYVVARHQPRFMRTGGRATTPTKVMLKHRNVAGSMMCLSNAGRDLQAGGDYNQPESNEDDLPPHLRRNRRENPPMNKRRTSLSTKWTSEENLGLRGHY
AHR act = AHR activators, primary screen, cell-based, luminescence, luciferase reporter, human | AHR-responsive luciferase reporter cells | activation, % at 5 µM | actives 2.5% (n = 320,000); in the data active = activation above about 47%;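 note: 0% = vehicle wells and 100% = reference agonist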
MCL1 BIM primary = inhibitors of MCL1 binding to BIM-BH3, primary screen, biochemical, fluorescence polarization; inhibition, % at 10.9 µM; actives 0.68% (n = 320,000); GST-MCL1 / FITC-Bim-BH3 fluorescence polarization; AID 2057, 2009;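 active = inhibition above the mean inhibition of all tested compounds plus 3 SD, set per campaign, cut at about 40% in these data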;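 note: 0% = DMSO wells and 100% = unlabeled Bim-BH3 peptide control; higher means more loss of mP so more displacement of Bim peptide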
GLD-1 RNA inh = GLD-1/TGE RNA complex disruptors, primary screen, biochemical, fluorescence polarization; purified GLD-1 + fluorescein TGE RNA; inhibition, % at 5.96 µM; actives 0.44% (n = 320,000); AID 2280, 2010;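 active = percent inhibition above a per-plate cutoff, the plate mean of test compounds plus 3 SD, cut at about 30% in these data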;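 note: 0% = DMSO wells with GLD-1 and probe and 100% = wells lacking GLD-1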
Target sequence (Q17339 whole entry, looked up): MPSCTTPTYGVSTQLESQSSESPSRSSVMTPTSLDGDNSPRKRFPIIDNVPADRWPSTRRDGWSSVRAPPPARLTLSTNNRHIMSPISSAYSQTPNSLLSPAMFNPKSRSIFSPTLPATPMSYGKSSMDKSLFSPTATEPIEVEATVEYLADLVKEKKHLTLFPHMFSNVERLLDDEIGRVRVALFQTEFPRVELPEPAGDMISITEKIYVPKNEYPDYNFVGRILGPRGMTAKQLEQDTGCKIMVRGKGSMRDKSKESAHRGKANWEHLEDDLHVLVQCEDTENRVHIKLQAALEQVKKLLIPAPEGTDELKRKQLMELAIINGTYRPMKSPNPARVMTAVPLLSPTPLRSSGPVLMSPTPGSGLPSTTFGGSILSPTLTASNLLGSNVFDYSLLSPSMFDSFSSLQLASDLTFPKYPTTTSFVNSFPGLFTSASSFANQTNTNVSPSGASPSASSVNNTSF
Fam108B inh = mouse Fam108B serine hydrolase inhibitors, primary screen, counter-screen for RBBP9 inhibitor project, biochemical, fluorescence polarization | recombinant Fam108B, FP-Rh probe fluorescence polarization | inhibition, % at 9.51 µM | actives 0.33% (n = 300,000);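 active = inhibition above the screen mean inhibition plus 3 SD, computed separately per campaign, cut at about 18% in these data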;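 note: inhibitors lower polarization as less probe binds the enzyme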
PME-1 primary = PME-1 inhibitors via competitive probe labeling, primary screen, biochemical, fluorescence polarization, FP-Rh probe, HTS; recombinant PME-1; AID 2130, 2009; actives 0.53% (n = 320,000); inhibition, % at 5.9 µM;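 active = inhibition above the campaign mean of all compounds plus 3 SD, cut at about 26% in these data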;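 note: competitive labeling of PME-1 active site by serine hydrolase directed probe; 0% = PME-1 with DMSO and 100% = wells lacking PME-1 enzyme; inhibitors block probe labeling so polarization falls and inhibition rises; many of its hits are not listed in these tables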
BCLXL inh = inhibitors of human Bcl-xL, primary screen, biochemical, fluorescence polarization, HTS; Bcl-2-like protein 1 (Homo sapiens), Q07817; GST-Bcl-xL / FITC-Bim BH3 peptide fluorescence polarization; inhibition, % at 10.9 µM; actives 0.7% (n = 320,000);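 active = inhibition above the mean of all tested compounds plus 3 SD, cutoff set per campaign, cut at about 30% in these data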;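 note: 0% = DMSO wells and 100% = unlabeled Bim-BH3 peptide competitor; inhibitors lower millipolarization by displacing the labeled peptide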
PAFAH1B2 FP inh = PAFAH1B2 enzyme inhibitors, primary screen, biochemical, fluorescence polarization, human; Platelet-activating factor acetylhydrolase IB subunit alpha2 (Homo sapiens), P68402; recombinant PAFAH1B2, FP-rhodamine activity probe; inhibition, % at 3.39 µM; actives 1.2% (n = 340,000); AID 492953, 2010;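 active = inhibition above the mean of all tested compounds plus 3 SD, cut at about 24% in these data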;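 note: 0% = enzyme with DMSO and 100% = wells lacking PAFAH1B2; many of its hits are not listed in these tables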
pPAFAH inh = pPAFAH enzyme inhibitors, primary screen, biochemical, fluorescence polarization, human; recombinant pPAFAH, FP-rhodamine probe fluorescence polarization; inhibition, % at 3.39 µM; actives 1.5% (n = 330,000); AID 463082, 2010;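 active = inhibition above the mean inhibition across the screen plus 3 SD, cut at about 25% in these data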;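 note: inhibitors block binding of the rhodamine activity-based probe so polarization drops; 0% = enzyme with DMSO and 100% = wells lacking pPAFAH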
An asterisk follows results filed as active; . = not tested or not shown. An excerpt; the hit share may differ from the screen's.

Start of the data: the first 2 compounds, ahead of the listing:
1	Cc1ccc(OCC(=O)N/N=C/c2c[nH]c3ccccc23)c([N+](=O)[O-])c1
2	Cc1ccc(NC(=O)C2CCN(C(=O)c3ccccc3C)CC2)nc1

assay / entry,1,2
MEX-5 binding,0.9,1.7
AHR act,42,-3
MCL1 BIM primary,-3,-1
GLD-1 RNA inh,22,7
Fam108B inh,-1,6
PME-1 primary,3,1
BCLXL inh,3,8
PAFAH1B2 FP inh,4,0
pPAFAH inh,12,7

All compounds of this part, repeating the preview:
1	Cc1ccc(OCC(=O)N/N=C/c2c[nH]c3ccccc23)c([N+](=O)[O-])c1
2	Cc1ccc(NC(=O)C2CCN(C(=O)c3ccccc3C)CC2)nc1
3	CCOC(=O)C1=C(C)NC2=C(C(=O)CCC2)C1c1cc(OC)ccc1OC (stereo not given)
4	Cc1cc(OCC(=O)N2CCOCC2)cc2oc(=O)c3ccccc3c12
5	S=C1NCCc2ccccc2C1c1ccccc1 (stereo not given)
6	O=C(O)CSc1nnc(Cc2cccc3ccccc23)n1-c1cc(C(F)(F)F)cc(C(F)(F)F)c1
7	CC(C)c1nnc(-c2ccc(Cl)cc2)c(N(C)C)n1
8	O=C(O)CCS(=O)(=O)Cc1ccccc1Cl

assay / entry,1,2,3,4,5,6,7,8
MEX-5 binding,0.9,1.7,-1.2,-0.7,0.9,0.5,1.2,0.3
AHR act,42,-3,0,-7,3,-3,14,-2
MCL1 BIM primary,-3,-1,-1,-1,9,12,9,0
GLD-1 RNA inh,22,7,0,3,-2,2,1,2
Fam108B inh,-1,6,-3,-1,0,1,2,1
PME-1 primary,3,1,-6,-1,7,-3,1,0
BCLXL inh,3,8,0,-2,2,9,4,6
PAFAH1B2 FP inh,4,0,2,2,-4,9,2,-1
pPAFAH inh,12,7,-6,3,6,3,6,3

9	CC(CNC(=O)COc1ccccc1)OC(=O)Nc1cccc(Cl)c1 (stereo not given)
10	CCOc1cc(/C=C2/NC(=O)N(CC(=O)OC)C2=O)ccc1OC
11	Cc1cc(C)nc(Sc2ncnc3c2oc2ccccc23)n1
12	CCCCOc1ccc(CN(CCO)CCO)cc1[N+](=O)[O-]
13	C=C(C)CSc1nnc(-c2ccc(OC)cc2)n1N
14	O=C(CSc1cn[nH]n1)Nc1cccc(C(F)(F)F)c1
15	COc1cccc(CN(C)Cc2c(O)ccc3ccccc23)c1
16	Cc1csc2c(=O)sc(NC(=O)c3ccc(F)cc3)nc12

assay / entry,9,10,11,12,13,14,15,16
MEX-5 binding,0.9,0.7,-1.2,-2.3,1.3,-2.5,-1.1,3.0
AHR act,8,11,10,0,4,8,24,8
MCL1 BIM primary,1,-8,5,6,-11,1,5,4
GLD-1 RNA inh,2,-4,-2,3,1,-5,11,11
Fam108B inh,5,-5,-2,0,0,-4,2,-1
PME-1 primary,-3,4,2,-2,7,7,-2,1
BCLXL inh,3,-3,2,1,-8,2,6,8
PAFAH1B2 FP inh,8,3,5,-2,1,2,8,.
pPAFAH inh,0,-6,0,0,0,3,-1,-2

17	CC(=O)c1cccc(NC(=O)C2CC(=O)N(c3ccc4c(c3)OCCO4)C2)c1 (stereo not given)
18	Cc1cc(NC(=O)/C(C#N)=C/c2ccco2)n(-c2ccccc2)n1
19	COc1ccc([C@H]2CC(=O)C=C(c3ccccc3)C2)cc1
20	Cc1c(C)c2ccc(OCC(=O)NCCN3CCOCC3)cc2oc1=O
21	CCCCCc1cc(=O)oc2c(C(CCN(CC)CC)c3cc(OC)c(OC)c(OC)c3)c(OC)cc(OC)c12 (stereo not given)
22	CCOC(=O)C(C)Sc1nc(-c2ccccc2)nc2ccc(F)cc12 (stereo not given)
23	CCN(CC)CCNC(=O)CCCCn1c(=S)[nH]c2c([nH]c3ccc(OC)cc32)c1=O
24	CCn1cc(C(=O)NCCO)c(=O)c2cc(F)c(N3CCN(C)CC3)cc21

assay / entry,17,18,19,20,21,22,23,24
MEX-5 binding,.,0.4,.,1.6,-0.5,-3.3,-3.7,1.9
AHR act,1,4,3,2,1,9,4,-1
MCL1 BIM primary,-10,-2,2,-3,0,-3,5,-3
GLD-1 RNA inh,-4,7,3,-1,9,-2,5,0
Fam108B inh,.,1,.,6,-2,-3,6,2
PME-1 primary,1,-3,0,3,-4,1,3,-1
BCLXL inh,-7,1,2,5,-2,-1,14,4
PAFAH1B2 FP inh,1,0,-6,2,-7,-5,-1,-2
pPAFAH inh,0,-1,2,5,7,2,16,7

25	O=C(CSCc1cccc(F)c1)NCc1ccccc1
26	CCCn1c(C)cc(C(=O)CN2C(=O)c3ccccc3C2=O)c1C
27	COc1cccc(-c2c(C(=O)N/N=C(\C)c3cccs3)nnn2-c2nonc2N)c1
28	COc1cc(/C=C2/SC(=S)N(CCC(=O)Nc3ccc(C(=O)O)cc3)C2=O)cc(OC)c1OC
29	CCS(=O)(=O)N1CCC(C(=O)NCc2cccs2)CC1
30	CCn1nc(NS(=O)(=O)c2ccc(C)cc2)c2cc3ccccc3nc21
31	CCOC(=O)c1c(C)c(C(=O)NCCc2ccc(S(N)(=O)=O)cc2)c(C)n1CC
32	Cc1ccc(NC(=O)N2CCC(C(=O)NCC(C)C)CC2)cc1

assay / entry,25,26,27,28,29,30,31,32
MEX-5 binding,1.1,-0.7,-0.4,-7.6,0.1,0.8,2.5,1.8
AHR act,1,35,25,-5,1,6,-1,-1
MCL1 BIM primary,7,1,2,2,-16,7,1,-7
GLD-1 RNA inh,-3,0,6,-4,0,9,6,-1
Fam108B inh,1,4,1,-1,1,4,-5,-1
PME-1 primary,-6,-3,10,0,3,-3,1,1
BCLXL inh,5,0,10,-1,-9,9,7,-3
PAFAH1B2 FP inh,-2,2,2,4,1,4,2,3
pPAFAH inh,3,2,5,-3,-4,5,7,-9

33	O=S(=O)(NCCNS(=O)(=O)c1ccccc1)c1ccccc1
34	Cc1ccc(NC(=O)N2CCCCC2)cc1NC(=O)N1CCCCC1
35	CC1=CCC(C(C)(C)NC(=O)c2ccccc2)C/C1=N\O (stereo not given)
36	CCN(CC)c1ccc(NC(=O)c2cnn(CC)c2)cc1
37	CCN(CC)S(=O)(=O)c1ccc(N2CCOCC2)c(NC(=O)c2ccc(F)cc2)c1
38	COc1ccc(C)cc1NC(=S)N1CCOCC1
39	CC(=O)Nc1ccc(NC(=O)Cc2ccc(F)cc2)cc1
40	N#C/C(=C/c1ccc(Sc2nc3ccccc3[nH]2)o1)c1cccc(Br)c1

assay / entry,33,34,35,36,37,38,39,40
MEX-5 binding,-1.6,-0.1,0.5,0.7,0.7,0.8,-0.7,1.7
AHR act,5,13,1,5,-1,-3,1,83*
MCL1 BIM primary,5,0,6,2,-2,7,-1,-6
GLD-1 RNA inh,7,6,4,-9,-9,5,2,-11
Fam108B inh,0,1,1,1,0,-2,3,-26
PME-1 primary,1,4,6,-2,2,3,-4,-36
BCLXL inh,3,3,1,-2,0,2,0,-5
PAFAH1B2 FP inh,2,4,-1,-1,4,2,.,-17
pPAFAH inh,6,3,3,2,4,-1,1,-13

41	Cc1c(NS(=O)(=O)N2CCCC2)c(=O)n(-c2ccccc2)n1C
42	O=C(O)Cn1c(COc2ccc(Cl)cc2)nc2ccccc21
43	CC(=O)N1CCN(C(=O)COc2ccc3oc4c(c3c2)CCCC4)CC1
44	CC1=C(C(=O)OCC(C)C)C(c2ccc(F)cc2)NC(=O)N1 (stereo not given)
45	CC1(C)CC(=O)C=C(NCC(O)c2ccccc2)C1 (stereo not given)
46	CCOc1ccc(N=Nc2c(C)noc2C)cc1
47	COc1ccc(/C=N/n2cnnc2SCc2ccccc2)cc1
48	COC(=O)c1cccc(S(=O)(=O)N2CCC(c3nc4ccccc4o3)CC2)c1

assay / entry,41,42,43,44,45,46,47,48
MEX-5 binding,1.1,4.0,-0.9,0.4,0.5,.,-1.2,0.9
AHR act,1,1,1,-1,-1,3,26,-1
MCL1 BIM primary,-4,2,7,3,0,7,-7,8
GLD-1 RNA inh,0,1,10,2,3,3,5,-2
Fam108B inh,-4,-1,0,3,-3,2,-2,-1
PME-1 primary,-4,0,2,8,-4,1,-8,7
BCLXL inh,5,1,5,-2,4,3,6,5
PAFAH1B2 FP inh,3,6,0,9,-1,-2,-1,1
pPAFAH inh,1,4,7,-1,2,4,5,1

Only PAFAH1B2 FP inh and AHR act, for 6 of the compounds above:
no. | canonical_smiles | PAFAH1B2 FP inh | AHR act
15 | COc1cccc(CN(C)Cc2c(O)ccc3ccccc23)c1 | 8 | 24
29 | CCS(=O)(=O)N1CCC(C(=O)NCc2cccs2)CC1 | 1 | 1
24 | CCn1cc(C(=O)NCCO)c(=O)c2cc(F)c(N3CCN(C)CC3)cc21 | -2 | -1
36 | CCN(CC)c1ccc(NC(=O)c2cnn(CC)c2)cc1 | -1 | 5
16 | Cc1csc2c(=O)sc(NC(=O)c3ccc(F)cc3)nc12 | . | 8
30 | CCn1nc(NS(=O)(=O)c2ccc(C)cc2)c2cc3ccccc3nc21 | 4 | 6

Other compounds.
49	COc1ccc(CNC(=O)Cn2c(=O)n(CC(=O)N3CCCCC3)c(=O)c3sccc32)cc1
50	O=c1c2ccccc2nc2oc3ccccc3n12
51	Cc1cccc(NC(=O)CNC(=O)c2cccc(-n3cccc3)c2)c1C
52	O=C(CSc1ncn[nH]1)c1cc2ccccc2o1

assay / entry,49,50,51,52
MEX-5 binding,1.4,-0.4,-1.4,0.4
AHR act,-1,95*,-1,9
MCL1 BIM primary,8,9,49*,-10
GLD-1 RNA inh,1,3,-7,-18
Fam108B inh,2,3,0,-6
PME-1 primary,-3,0,-5,-8
BCLXL inh,7,0,7,-4
PAFAH1B2 FP inh,2,4,0,3
pPAFAH inh,4,-1,14,-2
